# Bioassay records: PubChem BioAssay, The Scripps Research Institute Molecular Screening Center
# GPR151 ag: human GPR151 activation | Q8TDV0 | AID 1508602 | 650,000 tested, 1% active | activation, % at 11.2 µM | PathHunter beta-arrestin GPR151 cells, luminescence; in the data active means activation above about 4.9%;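 further: 0% = median of compound wells and 100% = cells with positive control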
# Target sequence (Q8TDV0 whole entry, looked up): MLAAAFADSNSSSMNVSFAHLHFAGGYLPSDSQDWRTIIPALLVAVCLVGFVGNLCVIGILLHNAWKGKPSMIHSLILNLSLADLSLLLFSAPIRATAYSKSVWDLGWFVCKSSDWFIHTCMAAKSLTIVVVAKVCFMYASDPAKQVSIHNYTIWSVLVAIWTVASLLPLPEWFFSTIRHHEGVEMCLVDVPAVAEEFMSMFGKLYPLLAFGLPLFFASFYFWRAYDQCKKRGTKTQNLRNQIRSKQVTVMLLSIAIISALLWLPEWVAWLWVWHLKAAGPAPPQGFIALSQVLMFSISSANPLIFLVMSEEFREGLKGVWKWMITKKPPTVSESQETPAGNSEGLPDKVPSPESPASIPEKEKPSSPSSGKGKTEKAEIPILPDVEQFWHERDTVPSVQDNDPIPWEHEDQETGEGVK
# MITF inh: inhibitors of human MITF; O75030; AlphaScreen MITF homodimerization, bead proximity signal; inhibition, % at 2.6 µM; 650,000 tested, 0.91% active; AID 1259374; in the data active means inhibition above about 50%;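 further: 0% = vehicle wells with protein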
# Target sequence (O75030 whole entry, looked up): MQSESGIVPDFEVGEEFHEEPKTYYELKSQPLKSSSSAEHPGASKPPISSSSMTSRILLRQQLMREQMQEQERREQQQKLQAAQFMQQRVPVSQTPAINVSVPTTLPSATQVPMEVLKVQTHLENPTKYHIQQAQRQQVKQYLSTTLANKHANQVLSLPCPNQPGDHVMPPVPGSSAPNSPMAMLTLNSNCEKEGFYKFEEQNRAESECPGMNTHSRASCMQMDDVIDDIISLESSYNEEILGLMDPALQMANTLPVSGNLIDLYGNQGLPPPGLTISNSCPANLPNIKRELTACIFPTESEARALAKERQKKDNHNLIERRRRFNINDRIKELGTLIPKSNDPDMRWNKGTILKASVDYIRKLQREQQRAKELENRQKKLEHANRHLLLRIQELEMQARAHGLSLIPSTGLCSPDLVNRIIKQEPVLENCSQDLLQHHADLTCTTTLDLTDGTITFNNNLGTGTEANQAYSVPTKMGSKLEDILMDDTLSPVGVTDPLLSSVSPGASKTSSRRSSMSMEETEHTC
# TEAD-YAP inh: TEAD-YAP interaction inhibition | 640,000 tested, 1.4% active | HEK-TIYL cells, TEAD-Gal4/YAP UAS-luciferase luminescence | inhibition, % at 9.12 µM | AID 1259422; in the data active means inhibition above about 32%;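 further: 0% = median of test compound wells and 100% = reference inhibitor wells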
# FBW7 act: activators of human E3 ligase FBW7; Q969H0; AlphaScreen FBW7–phospho-cyclin E peptide binding, activator screen; normalized activity (activation), % at 26.1 µM; 650,000 tested, 0.13% active; AID 1259310; in the data active means normalized activity above about 1.9%;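 further: purified mutant Fbw7 with reduced substrate affinity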
# Numbers without * were called inactive. The order is random; 3.4% or so of the library scored in one or more.
Molecule	MITF inh	FBW7 act	GPR151 ag	TEAD-YAP inh
O=C(/C=C/c1ccc(F)cc1)NCc1ccc(Cl)cc1	-16	0.2	-2.0	-6
CCOc1ccc(OCCC(=O)NNC(=O)c2ccc(C)cc2)cc1	-3	0.0	-0.9	4
CN(C(=O)Cn1c(=O)n(Cc2ccco2)c2ncccc21)C1CCCCC1	-8	-0.1	-0.7	-9
Cc1ccc(NC(=O)Cc2nc(CN(C)CC(=O)Nc3ccc(C)cc3)cs2)cc1	15	-0.1	1.2	0
COc1cc(/C=C2\C(=O)N(c3cccc(Cl)c3)N=C2C)cc(Br)c1O	-3	-0.6	0.6	10
C/C(CC(=O)N1CCN(C=O)CC1)=N\NC(=O)c1ccc(C)cc1	0	0.1	0.3	-47
CC(C)n1cnc2c(NCCO)nc(N3CCc4ccccc4C3)nc21	13	0.1	0.7	14
O=C(/C=C\c1ccco1)NCC(=O)N/N=C/c1cn[nH]c1-c1ccccc1	2	0.3	0.9	4
O=c1[nH]c(=O)c2nc3ccccc3nc2[nH]1	-5	0.0	0.0	5
COc1ccc(/C=C2/SC(=S)N(CCC(=O)Nc3ccc(O)cc3)C2=O)cc1	6	-0.1	-0.3	9
O=C1C2C3c4ccccc4C(c4ccccc43)C2C(=O)N1c1ccc(Cl)cc1 (stereo not drawn)	1	0.7	0.5	2
CCc1cc(=O)[nH]c(N2CCN(CC(=O)NC3CC3)CC2)n1	-5	-0.1	-0.2	-9
Cc1nc2c(-c3ccccc3)c(C)nn2c(NCCCO)c1C	2	1.1	-1.3	8
Cc1onc(-c2c(Cl)cccc2Cl)c1C(=O)Nc1ccc(OCc2ccccc2)cc1	4	0.0	0.3	2
O=c1c2sccc2nc(SCc2cccc([N+](=O)[O-])c2)n1-c1ccccc1	8	-0.4	1.6	-6
COc1ccc(OC)c(C2C=C(c3ccc(Br)cc3)Nc3ncnn32)c1 (stereo not drawn)	-5	-0.1	0.1	3
Cc1ccc(NC(=O)CSc2nnc3c(n2)[nH]c2ccc(S(=O)(=O)N(C)C)cc23)cc1C	6	-0.2	1.8	0
Cc1ccc(CNc2ccc3c(c2)nc(C)n3C)cc1	7	-0.1	-2.1	-44
O=C(CCn1nc(-c2ccccc2)ccc1=O)NC1CC1	-13	0.1	2.1	-8
O=C(Nc1c2c(nn1-c1ccc([N+](=O)[O-])cc1)CS(=O)(=O)C2)C1CC1	10	0.0	-0.2	8
Cc1cc(C)c(NC(=S)N(Cc2ccc(F)cc2)C2CCCCC2)c(C)c1	10	0.1	-1.5	15
COc1ccc(/C=C(\NC(=O)c2ccc(Cl)cc2)C(=O)NCc2ccco2)cc1OC	-17	0.2	-0.3	5
O=C(CSc1ncc(-c2ccccc2)[nH]1)NCCOc1ccccc1	14	-0.2	1.5	-9
Cc1c(Cl)cccc1NC(=O)N[C@H]1C[C@H]2C(=O)N[C@H](C)C(=O)N2C1	0	0.1	-0.3	6
CCCc1ccc(-c2ccc(-c3noc(-c4ccc(C)cc4)n3)cc2)cc1	0	0.0	-1.2	3

# (next part)
Molecule	MITF inh	FBW7 act	GPR151 ag	TEAD-YAP inh
COc1ccc(NC(=S)NCCN2CCOCC2)cc1	6	-0.1	2.9	0
COc1ccccc1-n1cnnc1SCC(=O)Nc1ccc2[nH]c(=O)[nH]c2c1	-2	0.0	0.5	8
O=C(NCCOc1ccccc1)c1cnc(NCCCN2CCCC2=O)s1	7	0.0	-2.4	-45
Cc1ccc(C(=O)NCCc2nnc3n2CCN(Cc2ccccc2F)CC3)c(C)c1	7	-0.1	-0.1	1
Cc1cccc(N2C(=O)/C(=C/c3ccc(-c4ccc(Cl)c(Cl)c4)o3)C=C2c2ccccc2)c1	4	0.7	-1.0	4
NNC(=O)c1cnc(N)s1	0	-0.1	-0.9	-13
CC(=O)Nc1ccc(NC(=O)c2ccccc2F)nc1	-2	0.0	0.8	-42
CN(C)C(=O)c1ccccc1-c1ccccc1	-2	0.1	2.3	-5
O=C(Cc1cccs1)NC1CCSC1=O (stereo not drawn)	1	-0.2	1.4	-4
CCOC(=O)C1=C(C)N=c2s/c(=C\c3ccc(Br)cc3)c(=O)n2C1c1ccc(C(C)C)cc1 (stereo not drawn)	12	0.9	0.5	10
O=C(Nc1ccc(Br)cc1)N1CCC(CN2CCOCC2)CC1	12	-0.2	-2.2	8
C=CCOc1ccc(/C(O)=C2/C(=O)C(=O)N(CCN(CC)CC)C2c2ccc(C)cc2)c(C)c1 (stereo not drawn)	-7	0.1	7.1*	5
O=C(Nc1nc(-c2nc3ccccc3s2)cs1)c1ccc(C(=O)c2ccccc2)cc1	1	0.1	0.3	5
O=C1Nc2ccccc2/C1=C/c1nc2ccccc2c(=O)n1-c1ccc(C(=O)O)cc1	10	0.0	0.0	-2
CCOC(=O)c1c(NC(=O)CSc2nnc(CNC(=O)c3ccc(C)c(C)c3)n2-c2ccc(F)cc2)sc2c1CCC2	2	0.0	-0.7	-8
O=C(Nc1cccnc1)C1(c2ccccc2)CCCC1	-2	0.0	-1.4	-11
C=CCOc1cccc(/C=C2/N=C(C)C(C(=O)OC)=C2O)c1	-7	0.1	1.2	4
CCN(CC)S(=O)(=O)c1ccc2c(c1)C(=O)C(=O)N2	0	-0.1	-0.1	7
COc1ccc(C2CC(c3ccc(OC)c(OC)c3)=NN2S(=O)(=O)c2ccc(C)cc2)cc1 (stereo not drawn)	1	-0.1	0.0	-4
Cc1ccc(S(=O)(=O)N(Cc2ccccc2)c2ccccc2C(=O)NCCc2ccccc2)cc1	-5	-0.1	0.6	-5
COc1ccc(C2c3c(-c4ccccc4)n[nH]c3C(=O)N2c2ccccc2)cc1 (stereo not drawn)	13	-0.1	-0.8	-1
O=C(Nc1ccc(Cl)c(-c2nc3ccccc3o2)c1)c1ccc2ccccc2c1	13	0.2	0.8	2
Cc1nc(N2CCCCC2C)c2c(C)c(C(=O)Nc3ccc(Oc4ccccc4)cc3)sc2n1 (stereo not drawn)	-9	-0.3	0.5	-3
CCN(CC)c1ccc2cc(-c3nnc(-c4ccc(OC)cc4)o3)c(=O)oc2c1	-6	0.0	0.1	-2
COc1cccc(-n2c(SCC(=O)Nc3nc(C)cs3)nnc2-c2ccncc2)c1	-6	-0.2	0.3	9

# (listing goes on)
Molecule	MITF inh	FBW7 act	GPR151 ag	TEAD-YAP inh
CCC(Sc1ncccc1C(=O)Oc1ccccc1Cl)C(=O)N1CCOCC1 (stereo not drawn)	8	0.5	-1.0	6
CCOc1cc(C=O)ccc1OCC(=O)N1CCOCC1	8	0.5	2.6	15
CN1C(=O)c2ccc(NC(=O)c3cccc(F)c3)cc2C1=O	-5	0.0	-1.0	-9
COc1cccc(OCCn2cc(C=O)c3ccccc32)c1	4	0.0	-0.7	-17
O=C(NC1CCS(=O)(=O)C1)N1CCCCCC1 (stereo not drawn)	0	0.1	0.2	3
CCOC(=O)CNC(=O)C(CCSC)NC(=O)C(Cc1ccc(O)cc1)NC(=O)OC(C)(C)C (stereo not drawn)	-2	0.0	0.7	3
COc1ccc(Cn2c(SCC(=O)NCc3ccccc3Cl)nc3ccsc3c2=O)cc1	-5	-0.2	-0.9	-2
Cn1cccc1CNC(=S)Nc1ccccc1Cl	19	0.1	2.4	-4
Cc1ccc(C(=O)N2CCC(c3nc4ccccc4[nH]3)CC2)cc1	12	0.1	-0.1	10
Cc1csc(Sc2ccc(S(=O)(=O)N3CCCCC3)cc2[N+](=O)[O-])n1	-18	-0.2	-1.3	-4
Cc1ccc(CNC(=O)CCCCCn2c(SCC(=O)Nc3cc(C)on3)nc3ccsc3c2=O)cc1	-15	0.1	-0.2	-6
Fc1ccc(CSc2nncn2NC/C=C/c2ccccc2)cc1	13	0.1	-1.1	-6
O=C(NC1CCCC1)c1ccc(CS(=O)(=O)c2ccc(Cl)cc2)o1	5	-0.1	-0.8	-4
CN1CCN(C(=O)c2cc(Cl)ccc2[N+](=O)[O-])CC1	12	-0.1	-1.4	3
COC(=O)CCc1n[nH]c(=S)[nH]c1=O	-7	0.3	1.4	-4
COc1ccc(C(=O)N/N=C/c2ccc(O)cc2)cc1	3	-0.1	-1.3	-14
CC1=C(C(=O)NCCN2Cc3ccccc3OC(c3ccccc3)C2)OCCO1 (stereo not drawn)	15	0.2	0.2	-2
CCOC(=O)c1cc(-c2ccccc2)sc1NC(=O)COC(=O)c1ccc[n+]([O-])c1	-2	0.1	2.3	0
CC(CC(=O)Nc1nccs1)CC1=NS(=O)(=O)c2ccccc2N1 (stereo not drawn)	-1	0.1	1.0	8
CCOC(=O)c1ccccc1NC(=O)c1ccccc1CCc1ccccc1	-11	-0.1	1.0	1
NC(=O)c1ccsc1NC(=O)c1cc2c(ccc3ccccc32)oc1=O	-17	-0.1	-1.4	-21
Cc1c(NC(=O)COC(=O)c2cc3ccccc3oc2=O)c(=O)n(-c2ccccc2)n1C	8	-0.1	-1.3	-59
O=C(Nc1ccc([N+](=O)[O-])c(NC(=O)c2cccnc2)c1)c1cccnc1	2	0.1	-1.0	3
O=C(CNC(=O)c1ccco1)N/N=C/c1ccco1	-14	0.0	-1.3	2
COc1ccc(CCNc2nc(Nc3cnccn3)nc3nc[nH]c23)cc1	-14	0.7	-2.0	17

# Next section, starting with the last two of the part before.
Molecule	MITF inh	FBW7 act	GPR151 ag	TEAD-YAP inh
O=C(CNC(=O)c1ccco1)N/N=C/c1ccco1	-14	0.0	-1.3	2
COc1ccc(CCNc2nc(Nc3cnccn3)nc3nc[nH]c23)cc1	-14	0.7	-2.0	17
Cc1ccc(C)c(NC2=C(Cl)C(=O)N(c3ccccc3)C2=O)c1	10	-0.3	1.2	10
Cc1c(C(=O)OC2CCOC2=O)oc2ccccc12 (stereo not drawn)	-9	0.5	-1.6	2
COCCCN1C(=O)CC(CC(=O)N2CCCCCC2)(c2ccccc2Cl)C1=O (stereo not drawn)	13	0.0	0.9	-3
N#Cc1cc(N)ccc1Sc1ccccc1	14	0.1	-0.8	-2
COc1ccc(CCn2c(SCc3ccc([N+](=O)[O-])cc3)nc3ccsc3c2=O)cc1OC	0	-0.1	0.5	7
CC1CC(C)CN(S(=O)(=O)c2ccc(C(=O)NNC(=O)c3ccccc3)cc2)C1 (stereo not drawn)	-9	-0.1	0.6	4
CC1=C(C(=O)OCCc2ccccc2)C(c2ccccc2)C2=C(CCCC2=O)N1 (stereo not drawn)	7	0.0	0.2	6
O=S1(=O)c2cccc3cccc(c23)N1CCc1ccccc1	2	0.3	2.5	0
Cc1ccc(NC(=O)c2ccccc2C(=O)O)cc1Br	1	-0.1	0.1	7
N#Cc1cc2cc3c(cc2nc1NCCNC(=S)NCCCN1CCOCC1)OCO3	19	0.5	-1.6	5
COc1cccc(/C=C2/NC(=O)N(c3ccccc3)C2=O)c1OCc1cccc(C(=O)O)c1	15	0.0	2.6	-43
CC(C)Cn1c(-c2ccc([N+](=O)[O-])cc2)nc2c(c(=O)c3ccccc3n2C)c1=O	2	0.0	0.7	-1
CC1(C)Cc2cccc(OCCCS(=O)(=O)NC3CC3)c2O1	-6	-0.1	2.2	-2
O=C(CCCn1nnc2ccccc2c1=O)NCc1ccccn1	7	-0.1	-0.1	7
OC(COc1ccc(CNCCc2cnc[nH]2)cc1)CN1CCCCC1 (stereo not drawn)	4	-0.1	0.4	10
CCCc1ccc(S(=O)(=O)NCCc2ccncc2)cc1	1	-0.1	-1.3	-1
CCOc1ccccc1CN1C(=O)C2C(C(=O)Nc3ccc(C)c(C)c3)C3C=CC2(O3)C1C(=O)NC1CCCC(C)C1C (stereo not drawn)	-12	0.0	0.0	8
COC(=O)C1=C(C)OC(N)=C(C#N)C1c1cccs1 (stereo not drawn)	-7	-0.2	-0.5	-1
Cc1ccc(NC(=O)NC(=O)c2cccc(Cn3cc(C(F)(F)F)ccc3=O)c2)nc1	6	-0.1	3.9	-13
COc1cccc(C(=O)N2CCc3nc(-c4cccnc4)nc(N4CCCCCC4)c3C2)c1	-1	-0.2	1.9	-5
COc1ccc(C(=O)Nc2ccc(NC(=O)c3cc(OC)c(OC)c(OC)c3)cn2)cc1	-2	0.0	1.8	10
COc1c(S(=O)(=O)NC2CCCCC2)ccc(Cl)c1Cl	-14	-0.2	0.2	5
O=C(Cc1ccccc1)Nc1ccc(NC(=O)c2cccs2)nc1	2	0.0	1.4	-53
Cc1ccccc1C(NC(=O)C1CCN(C(=O)OCC(C)C)CC1)c1ccccn1 (stereo not drawn)	11	0.3	-0.9	3
CCN1CCN(CC(=O)NCc2ccccc2OC)CC1	99*	0.0	-0.6	-6
CCOC(=O)N1CCN(c2ccc(C(=O)Nc3ccc(Oc4ccccc4)cc3)cc2NS(=O)(=O)c2ccccc2)CC1	1	-0.1	-1.2	-8

# Of the compounds above, three contain a COOH group:
Molecule	MITF inh	FBW7 act	GPR151 ag	TEAD-YAP inh
O=C1Nc2ccccc2/C1=C/c1nc2ccccc2c(=O)n1-c1ccc(C(=O)O)cc1	10	0.0	0.0	-2
Cc1ccc(NC(=O)c2ccccc2C(=O)O)cc1Br	1	-0.1	0.1	7
COc1cccc(/C=C2/NC(=O)N(c3ccccc3)C2=O)c1OCc1cccc(C(=O)O)c1	15	0.0	2.6	-43
